BLM helicase inh: qHTS Assay for Inhibitors of Bloom's syndrome helicase (BLM); RecQ-like DNA helicase BLM (Homo sapiens), P54132; recombinant BLM DNA unwinding, fluorescence dequenching; Potency, µM (highest dose often 56.1 µM), for the others: top-dose activity change, negative = inhibition, usual class: inhibitors; 350,000 compounds, 0.2% hits; AID 2528, 2010;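 further: plate controls were vehicle for no effect and no enzyme for full effect; nearly all actives have a fitted effect of over 35% in size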
POLH inh: qHTS for Inhibitors of Polymerase Eta; DNA polymerase eta (Homo sapiens), Q9Y253; recombinant Pol eta, fluorescent DNA replication assay; Potency, µM (doses to about 114 µM), inactives show at the highest dose activity change, negative = inhibition, most hits filed as inhibitors; 390,000 compounds, 1.2% hits; further: on the % scale 0 is the no-effect control and ±100 the full control effect
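Fluorescent replication assay: 50 nM final substrate added after a 15 min room-temperature compound preincubation with 10 nM enzyme. Signal taken at 0 min and again at 10 min.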
APE1 inh: qHTS Assay for Inhibitors of the Human Apurinic/apyrimidinic Endonuclease 1 (APE1); AID 2517, 2012; recombinant APE1, TAMRA/BHQ-2 abasic DNA cleavage fluorescence; 350,000 compounds, 0.35% hits; Potency, µM (doses to about 65.8 µM), without a hit: at the top dose activity change, negative = inhibition, hits mostly inhibitors; DNA repair nuclease/redox regulator APEX1 (Homo sapiens), P27695;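 further: plate controls were vehicle for no effect and reference inhibitor for full effect; nearly all actives have a fitted effect of over 55% in size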
Target sequence (P27695 whole entry, looked up): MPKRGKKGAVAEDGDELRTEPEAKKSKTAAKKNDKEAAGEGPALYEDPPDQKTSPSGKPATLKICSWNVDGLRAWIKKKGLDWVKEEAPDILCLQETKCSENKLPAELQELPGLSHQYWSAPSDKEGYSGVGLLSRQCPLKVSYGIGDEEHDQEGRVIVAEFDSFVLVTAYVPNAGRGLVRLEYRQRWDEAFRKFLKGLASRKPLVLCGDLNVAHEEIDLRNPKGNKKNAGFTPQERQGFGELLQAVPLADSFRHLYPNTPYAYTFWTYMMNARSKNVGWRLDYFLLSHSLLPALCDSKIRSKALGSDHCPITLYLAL
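Measures dequenching upon AP-site incision of a 5'-TAMRA/3'-BHQ-2 THF-containing duplex, 50 nM; human APE1 0.75 nM after 15 min room-temperature exposure to compound; kinetic three-point read at one-minute spacing.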
Apoferritin bind: qHTS Assay for Identification of Novel General Anesthetics. Ferritin light chain (Equus caballus), P02791. apoferritin/1-aminoanthracene competitive binding, fluorescence. Potency, µM (top dose mostly 77.5 µM), for the others: at the top dose activity change, negative = displacement, hits mostly inhibitors. 350,000 compounds, 0.074% hits. AID 485281, 2010; further: on the % scale 0 is the no-effect control and ±100 the full control effect; nearly all actives have a fitted effect of over 20% in size
Target sequence (P02791 2-175 limits assumed): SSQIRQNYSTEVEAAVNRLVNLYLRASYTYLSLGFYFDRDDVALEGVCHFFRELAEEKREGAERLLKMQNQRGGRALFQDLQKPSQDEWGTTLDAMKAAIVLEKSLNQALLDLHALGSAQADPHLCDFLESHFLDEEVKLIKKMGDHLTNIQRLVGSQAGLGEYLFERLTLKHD
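Read-out: endpoint 1-AMA fluorescence, excitation 380 nm and emission 535 nm, after compounds sit 10 min at room temperature with 10 uM horse-spleen apoferritin in 50% saturated 1-AMA/PBS. Values come from four-parameter Hill fits.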
G9a inh: qHTS Assay for Inhibitors of Histone Lysine Methyltransferase G9a; Histone-lysine N-methyltransferase EHMT2 (Homo sapiens), Q96KQ7; G9a H3K9 monomethylation, AlphaScreen, 2 h; Potency, µM (doses to about 102 µM), inactives show top-dose activity, negative = inhibition, hits mostly inhibitors; 350,000 compounds, 8.8% hits; further: on the % scale 0 is the no-effect control and ±100 the full control effect; nearly all actives have a fitted effect of over 75% in size
Target sequence (Q96KQ7 913-1193 limits assumed): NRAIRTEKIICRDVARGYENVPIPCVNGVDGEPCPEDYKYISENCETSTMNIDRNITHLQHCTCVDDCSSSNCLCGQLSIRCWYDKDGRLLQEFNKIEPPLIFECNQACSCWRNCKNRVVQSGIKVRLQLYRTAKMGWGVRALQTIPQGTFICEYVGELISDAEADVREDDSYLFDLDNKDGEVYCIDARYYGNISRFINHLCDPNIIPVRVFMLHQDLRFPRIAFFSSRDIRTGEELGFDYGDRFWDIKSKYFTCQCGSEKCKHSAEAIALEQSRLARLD
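Methyltransferase reactions run at room temperature for 2 h (20 nM enzyme, 500 nM biotin-H3K9 peptide, 20 uM SAM) after a 15 min compound preincubation; product detected by AlphaScreen beads and anti-H3K9me1 antibody.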
POLB inh: qHTS Assay for Inhibitors of DNA Polymerase Beta; 340,000 compounds, 1.3% hits; Potency, µM (series often up to 114 µM), for inactives: at the highest dose activity change, negative = inhibition, most hits filed as inhibitors; Pol beta primer extension/strand displacement, fluorescence kinetic; P06746; further: on the % scale 0 is the no-effect control and ±100 the full control effect
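Pol beta (10 nM) was preincubated with compound for 15 min at room temperature. The reaction was then started with 50 nM substrate and read immediately and after a further 10 min at room temperature.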
POLI inh: qHTS for Inhibitors of Polymerase Iota. Pol iota fluorescent replication assay, 10 min. Potency, µM (series often up to 115 µM), without a hit: at the top dose activity, negative = inhibition, most hits filed as inhibitors. DNA polymerase iota (Homo sapiens), Q9UNA4. 390,000 compounds, 1% hits
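Pol iota at 10 nM preincubated 15 min with compounds at room temperature; reaction started with fluorescent substrate, 50 nM final. Fluorescence read kinetically at 0 and 10 min; buffer-only wells as negative control.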
BAZ2B inh: qHTS Assay for Inhibitors of BAZ2B; 360,000 compounds, 4.4% hits; AID 504333, 2011; AlphaScreen BAZ2B-H3K14Ac peptide displacement; Potency, µM (top dose mostly 114 µM), inactives show at the highest dose activity change, negative = inhibition, most hits filed as inhibitors; further: on the % scale 0 is the no-effect control and ±100 the full control effect; nearly all actives have a fitted effect of over 60% in size
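AlphaScreen luminescence quantifies BAZ2B engagement of H3K14Ac peptide; the protein and biotinylated peptide are both at 50 nM final, buffer PBS pH 7.4 with 0.01% Tween-20, all steps at room temperature.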
Pol kappa inh: qHTS for Inhibitors of Polymerase Kappa; DNA polymerase kappa (Homo sapiens), Q9UBT6; 400,000 compounds, 0.53% hits; purified Pol kappa, fluorescent DNA synthesis assay, 10 min; Potency, µM (highest dose often 107 µM), without a hit: top-dose activity, negative = inhibition, hits mostly inhibitors; further: on the % scale 0 is the no-effect control and ±100 the full control effect
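Readout: fluorescence, taken kinetically at 0 and 10 min. Conditions: 10 nM Pol kappa, 15 min RT compound preincubation, 50 nM substrate final. Controls: enzyme-free buffer wells.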
* = called active by the depositor; u = inconclusive; x = no result given; & = joins results of further samples; [ ] = remark or other dose. The call rests on the fitted dose curve; in most records, active means well fitted curve in the direction sought with a large enough effect; inconclusive means small, poorly fitted or top-dose-only effect, or another doubt; inactive means no such curve, though single readings can be large; an effect the other way counts as inactive or inconclusive. Potency means the concentration at half of the fitted maximal effect.

SMILES	BLM helicase inh	POLH inh	APE1 inh	Apoferritin bind	G9a inh	POLB inh	POLI inh	BAZ2B inh	Pol kappa inh
Cc1ccc2nc3c(cc(C(=O)NCCc4ccccc4)c(=N)n3CCN3CCOCC3)c(=O)n2c1	31%[activator]	-1%	59%[activator]	18%	-1%	4%	u	28%	-10%
CCOc1cnc(-c2c(-c3c(Cl)cccc3Cl)noc2C)o1	-6%	-13%	-7%	-4%	45µM*	25%	-14%	45µM*	-13%
CSc1nc2n(n1)C(c1cc(Br)ccc1F)C(C(=O)N(C)C)=C(C)N2 (stereo unspecified)	-3%	-18%	u	-6%	10%[0.0925 µM]	-16%	10%	-12%	-2%
Nc1cccc(S(=O)(=O)Nc2ccc(Br)cc2)c1	0%	-18%	-2%	-15%	-1%	-10%	-5%	-21%	-16%
COc1ccccc1NC(=O)CSc1nnc2c3ccccc3n(C(C)C)c2n1	3%	4%	x	u	-3%[59 µM]	-3%	-5%	-16%	4%
Cc1cc(C)n(Cc2cccc(F)c2)c(=O)c1C#N	0%	-9%	1%	u	-7%	4%	u	-14%	-7%
CCCS(=O)(=O)c1nc(S(=O)(=O)c2ccc(C)cc2)c(NCc2ccc3c(c2)OCO3)s1	8%	-18%	-3%	-14%	40µM*	-4%	-4%	27%	-10%
O=C(CSC1=Nc2ccccc2C2=NC(CC(=O)NC3CCCCC3)C(=O)N12)NCc1ccco1 (stereo unspecified)	-5%	-1%	-4%	-16%	-20%	-1%	-9%	-2%	-19%
CN1CCN(C2OC(=O)c3ccccc32)CC1 (stereo unspecified)	0%	-4%	4%	-6%	12%	-2%	13%	3%	-11%
O=C(CSc1nc2ccccc2n1Cc1ccc(Cl)cc1)N/N=C/c1ccccc1C(=O)O	0%	-7%	12%	-10%	u	31%	15%	-33%	-5%
COc1ccc(S(=O)(=O)NC2CC(=O)N(c3ccc(C)c(C)c3)C2)cc1C (stereo unspecified)	x	-19%	16%	x	u	x	-13%	-12%	0%
O=C(Nc1ccc(Nc2ccccc2)cc1)c1cccc(F)c1	-6%	-8%	-13%	-14%	x	-10%	-3%	-15%	-7%
CSc1cccc(Nc2cc(C(=O)NCCCN(Cc3ccccc3)C(C)C)c3ccccc3n2)c1	-8%	-11%	x	383%[activator]	6%[59 µM]	u	-2%	5%	-18%[60.1 µM]
Cc1cc2[nH]c(=O)c(=O)[nH]c2cc1S(=O)(=O)N1CCN(c2cccc(C)c2C)CC1	-14%&-11%	u	-33%	-16%&0%	-25%	11µM*	u	u	u
COc1cc(/C=N/NC(=O)CNC(=O)c2cccs2)ccc1O	-3%	-12%	1%	-9%	u	47%	7%	2%	2%
O=C1CC2(CCN(C(=O)c3ccc(F)cc3)CC2)Oc2ccccc21	x	-22%	11%	x	4%[0.501 µM]	x	8%	u	5%
CC(C)C(NS(=O)(=O)c1cccc2nsnc12)C(=O)NCc1ccco1 (stereo unspecified)	0%	5%	1%	0%	21%	-2%	5%	3%	1%
O=c1c2cc(NC(=S)N3CCCCC3)ccc2nc2n1CCCCC2	-2%	-16%	-6%	-11%	-31%	15%	-5%	-19%	7%
Cc1ccc(/C=C/S(=O)(=O)NCC(=O)OCC(=O)N2CC(=O)Nc3ccccc32)cc1	-2%	-8%	2%	2%	-4%	-1%	-6%	-14%	-9%
CCN(CC)c1ccc(NC(=O)CSc2nnc(C)c(=O)[nH]2)cc1	4%	-1%	x	89%[activator]	u	-30%	u	-31%	-6%
CN(C)NC(=O)c1ccsc1NC(=O)c1ccc(S(=O)(=O)N(C)C)cc1	-1%	-5%	-3%	-5%	x	-1%	24%	20%	6%
CC(C)CCN1CCN(Cc2cccs2)CC1CCO (stereo unspecified)	-4%	-1%	-3%	-6%	18%	u	10%	1%	-3%
O=C(CS(=O)CC(=O)N(CC(=O)NC1CCCC1)c1ccccc1F)Nc1ccc(F)cc1 (stereo unspecified)	2%	-19%	13%[12.4 µM]	-5%	-13%[59 µM]	5%	134%[activator]	0%	1%
CCN(CC)S(=O)(=O)c1cccc(C(=O)NC2CCCCC2)c1	-1%	-4%	-6%	4%	-5%[12.7 µM]	-28%	-5%[58.9 µM]	-3%	-10%
COc1ccc(OC)c2[nH]c(=O)c(CCNC(=O)c3ccc(S(=O)(=O)N4CCCCC4)cc3)cc12	-2%	-23%	1%	-4%	-32%[12.7 µM]	-3%	47%[activator]	8%	-14%
COc1cccc(OC)c1-c1nnc(-c2cn(C)c3ccccc23)o1	0%	-13%	0%	-4%	12%[2.33 µM]	u	-2%	3%	-3%
CCc1nn(C(C)C(=O)N2CC(C)CC(C)C2)c(=O)c2cc3occc3n12 (stereo unspecified)	-7%	-20%	58%[activator]	9%	14%	8%	32%[activator]	-6%	7%
CN(CC(=O)Nc1cccc(Cl)c1)C1=NS(=O)(=O)c2ccccc21	x	-13%	4%	x	x	x	57%[activator]	x	2%
CC(NC(=O)CNC(=O)C1CCCCC1)c1ccc(S(N)(=O)=O)cc1 (stereo unspecified)	4%	-7%	2%	5%	12%	11%	17%	2%	4%
CCCCNC(=O)c1ccccc1NC(=O)CN(c1ccccc1)S(=O)(=O)N(C)C	-9%&-8%	-3%&-16%	u	-1%&5%	6%&7%[59 µM]	u	u	0%[57.1 µM]	u
OC(CNc1nc(-c2cccnc2)nc2ccccc12)c1ccccc1 (stereo unspecified)	5%	-6%	25%	-12%	-6%	19%	31%[activator]	-39%	3%
O=C1CC(C(=O)N2CCC(N3CCC(C(=O)NC4CC4)CC3)CC2)c2ccccc21 (stereo unspecified)	4%	4%	-3%	-2%	x	-3%	u	19%	0%
CCC1(c2ccccc2)NC(=O)N(C)C1=O (stereo unspecified)	-3%	2%	7%&-7%	0%	-4%[59 µM]	x	-42%	-5%	-18%
NS(=O)(=O)c1cccc(NC(=O)COC(=O)Cc2n[nH]c(=O)c3ccccc23)c1	x	-4%	2%	x	u	x	-17%	10%	-3%
CC(=O)Oc1ccc(C(=O)OCC(=O)c2c(N)n(C)c(=O)n(C)c2=O)cc1OC(C)=O	-4%	u	u	-13%	50µM*	-13%	u	-25%	-38%
Cc1cccc(NC(=S)N2CCN(S(C)(=O)=O)CC2)c1	-5%	-2%	19%	-4%	x	9%	35%[activator]	-5%	-1%
COc1ccc(CCNC(=O)c2n[nH]c(=O)c3ccccc23)cc1	4%	-8%	-3%	-3%	u	12%	-16%	6%	-3%
COc1cc(NS(=O)(=O)c2c(C)oc3c(F)c(F)c(F)c(F)c23)cc(OC)c1OC	-8%	-13%	-17%	-16%	-10%[12.7 µM]	12%	19%	-19%	2%
COc1ccc2[nH]c(C(=O)N3CCN(c4ccccc4F)CC3)c(C)c2c1	-4%	-26%	9%	-1%	25%	-27%	-14%	u	3%
C=CCn1c(SCC(=O)Nc2cccnc2Cl)nnc1-c1ccc(Cl)cc1	6%	-14%	u	2%	-45%	-5%	2%	2%	-1%
O=C(NCc1cccs1)c1ccc2c(c1)ncn2C1CCCC1	-2%	8%	0%	-20%	50µM*	6%	-8%	-27%	-4%
O=C(CN1C(=O)C2CCCCN2C(=O)c2ccccc21)Nc1ccc(F)cc1 (stereo unspecified)	-7%	-12%	-2%	-8%	7%	21%	47%[activator]	-16%	-6%
CCOc1ncccc1C(=O)Nc1ccc(C)cn1	-7%	-20%	11%	-8%	9%	3%	36%[activator]	-16%	8%
CN(C)C(=O)CSc1ccc(S(=O)(=O)N2CCCC2)cn1	x	-6%	-5%	x	56µM*	x	40%[activator]	-3%	-8%
CC(=O)Nc1ccc(C(=O)OCC(=O)NC(=O)NC(C)(C)C)cc1	-1%	2%	0%	-15%	-28%[59 µM]	4%	-12%	-1%	-6%
CN(CC(=O)N1CCN(c2ccccn2)CC1)S(=O)(=O)c1ccccc1	4%	-14%	1%	4%	3%[12.7 µM]	-6%	11%	0%	-7%
Cc1cc(Nc2cccc(C(F)(F)F)c2)nc2ccc(NC(=O)c3ccc(N(C)C)cc3)cc12	-7%	-20%	x	110%[activator]	-21%[59 µM]	-16%	u	-18%	-12%
Cc1ccc(COc2ccc(-c3nnco3)cc2)cc1	0%	-5%	15%	2%	15%	12%	-26%	8%	-9%
CC1=C/C(=N\Nc2ccccc2[N+](=O)[O-])CC(C)(C)C1	-7%	-14%	-9%	u	3.5µM*	14%	11%	2.8µM*	-16%
O=C(CN1C(=O)c2ccccc2C1=O)Nc1ccc(-c2nc3ccccc3o2)cc1	3%	-1%	-7%	-3%	-24%[12.7 µM]	-20%	0%	-5%	-3%
CNC(=O)C1C(=S)NC(N)=C(C#N)C1c1ccccc1 (stereo unspecified)	0%	-10%	18%	-9%	13µM*	-9%	u	-11%	-14%
Cc1cc(C(=O)C[N+]2(C)CCOCC2)c(C)n1-c1ccc(Br)cc1	0%	-17%	1%	-8%	-27%	-26%	18%	-37%	-16%

Compound profiles, from the list above. Values in the order: BLM helicase inh | POLH inh | APE1 inh | Apoferritin bind | G9a inh | POLB inh | POLI inh | BAZ2B inh | Pol kappa inh
O=C(CN1C(=O)C2CCCCN2C(=O)c2ccccc21)Nc1ccc(F)cc1 (stereo unspecified) reads -7% | -12% | -2% | -8% | 7% | 21% | 47%[activator] | -16% | -6%
Cc1ccc(COc2ccc(-c3nnco3)cc2)cc1 reads 0% | -5% | 15% | 2% | 15% | 12% | -26% | 8% | -9%
Cc1cc(C(=O)C[N+]2(C)CCOCC2)c(C)n1-c1ccc(Br)cc1 reads 0% | -17% | 1% | -8% | -27% | -26% | 18% | -37% | -16%
CC1=C/C(=N\Nc2ccccc2[N+](=O)[O-])CC(C)(C)C1 reads -7% | -14% | -9% | u | 3.5µM* | 14% | 11% | 2.8µM* | -16%

Screens as filed in PubChem BioAssay.

A portion of the library (hit frequency here may not be typical).
